Bioassay records (PubChem BioAssay)
NF-kB expr up: activators of NF-kB expression in neurons, primary screen, cell-based, HTS; fold change at 12.5 µM; human neuronal cells, NF-kB reporter expression; stronger effect = higher value; AID 1239, 2008; hit rate 1.6% among 190,000; in the data active means fold change above about 3.3
FLuc inh counter: firefly luciferase enzyme inhibitors, primary screen, artefact control for luciferase-based inhibitor screens, biochemical, luminescence, ATPLite | hit rate 1.5% among 200,000 | 10 min | inhibition, % at 10 µM;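 active means inhibition above about 50% when tested at 10 µM, limit read from the data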
Diaphorase inh: diaphorase inhibitors and chemical oxidizers, primary screen, counter-screen for diaphorase-coupled primary assays, biochemical, uHTS, resorufin fluorescence. inhibition, % at 20 µM. hit rate 0.69% among 190,000. diaphorase resazurin-to-resorufin fluorescence, NADH, 16 min; bacterial (C. kluyveri) enzyme, not human;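 active means primary screen inhibition at 20 µM above a set limit, cut at about 50% in these data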;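 further: plate controls were DMSO with full reaction for no effect and wells lacking NADH for full effect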
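Test system: Clostridium kluyveri diaphorase enzyme / Quantity: diaphorase at 0.14 U/mL in enzyme working solution / Incubation: 16-min room-temperature incubation before reading / Benchmarks: NADH-free wells as positive control, DMSO-only neutral wells / Signal: resorufin fluorescence 544/590 nm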
TLR4-MyD88 BLA: inhibitors of TLR4-MyD88 association in cells, primary screen, cell-based, HeLa CL3-4, BLA complementation, FRET ratio | AID 861, 2007 | Toll-like receptor 4 (Homo sapiens) + Myeloid differentiation primary response protein … | inhibition, % at 8.4 µM | HeLa CL3-4 TLR4/MyD88 BLA complementation | hit rate 0.18% among 200,000; in the data active means inhibition above about 25%;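 further: 0% = vehicle and 100% = reference inhibitor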
Target sequence (O00206 whole entry, looked up): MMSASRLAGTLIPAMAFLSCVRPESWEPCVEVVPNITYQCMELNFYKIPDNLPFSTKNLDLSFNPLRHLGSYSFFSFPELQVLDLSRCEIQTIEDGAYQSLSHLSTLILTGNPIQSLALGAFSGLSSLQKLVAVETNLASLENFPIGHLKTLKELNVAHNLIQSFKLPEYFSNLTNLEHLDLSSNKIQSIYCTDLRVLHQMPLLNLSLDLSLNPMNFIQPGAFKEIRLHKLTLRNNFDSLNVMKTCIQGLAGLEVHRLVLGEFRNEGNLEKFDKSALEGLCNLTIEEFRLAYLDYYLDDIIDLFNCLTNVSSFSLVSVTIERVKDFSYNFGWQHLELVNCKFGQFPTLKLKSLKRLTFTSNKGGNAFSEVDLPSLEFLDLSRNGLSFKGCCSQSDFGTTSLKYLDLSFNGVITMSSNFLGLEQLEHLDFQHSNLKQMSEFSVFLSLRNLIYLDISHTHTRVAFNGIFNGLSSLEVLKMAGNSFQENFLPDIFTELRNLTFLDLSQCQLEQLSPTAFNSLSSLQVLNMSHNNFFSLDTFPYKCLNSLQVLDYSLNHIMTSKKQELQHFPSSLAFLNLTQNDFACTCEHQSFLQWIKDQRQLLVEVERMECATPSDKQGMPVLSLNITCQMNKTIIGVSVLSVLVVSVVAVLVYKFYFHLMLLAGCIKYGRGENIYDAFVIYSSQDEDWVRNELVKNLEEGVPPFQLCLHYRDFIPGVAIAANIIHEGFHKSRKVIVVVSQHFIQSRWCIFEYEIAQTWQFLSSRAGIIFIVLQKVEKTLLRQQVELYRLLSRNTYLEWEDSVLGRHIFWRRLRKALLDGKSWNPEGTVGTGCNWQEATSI
Target sequence (Q99836 whole entry, looked up): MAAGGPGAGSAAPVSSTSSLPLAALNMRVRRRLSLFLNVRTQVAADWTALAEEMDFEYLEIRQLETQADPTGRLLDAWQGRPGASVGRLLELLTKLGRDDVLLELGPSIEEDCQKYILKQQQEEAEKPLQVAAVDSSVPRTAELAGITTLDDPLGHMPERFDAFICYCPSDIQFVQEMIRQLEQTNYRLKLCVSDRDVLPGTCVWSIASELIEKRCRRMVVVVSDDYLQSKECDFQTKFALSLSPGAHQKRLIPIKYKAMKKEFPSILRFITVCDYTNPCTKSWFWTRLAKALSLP
G6PDH CS: L. mesenteroides G6PDH inhibitors, counter-screen for G6PDH-coupled screening assays, biochemical, Leuconostoc mesenteroides enzyme; inhibition, % at 5 µM; hit rate 0.12% among 200,000; glucose-6-phosphate dehydrogenase [Leuconostoc mesenteroides]; Purified L. mesenteroides G6PDH, diaphorase/resazurin coupled fluorescence, 45 min; AID 1020, 2008; in the data active means inhibition above about 50%
Diaphorase act: compounds boosting diaphorase resazurin reduction – biochemical, uHTS, resorufin fluorescence, counter-screen for diaphorase-coupled primary assays, primary screen; Diaphorase/resazurin coupled assay, 16 min; stronger effect = higher value; 1 = vehicle wells, 0 = NADH-free wells; activation factor at 20 µM; hit rate 0.005% among 190,000;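 active means diaphorase activity raised at least twofold by the compound at 20 µM; inactive means activation factor below 2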
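Material: Clostridium kluyveri diaphorase, purified enzyme; Quantity: enzyme 0.07 U/mL final; Medium: HEPES pH 7.4 buffer with MgCl2 and Tween 20; Dosing: single compound dose of 20 µM, 1% DMSO final; Schedule: 16 min reaction at room temperature; Measured by: red resorufin fluorescence at 544/590 nm excitation/emission.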
APP 5'UTR act: activators of APP 5'UTR luciferase reporter, primary screen, SH-SY5Y cells; SH-SY5Y APP 5'UTR luciferase reporter, luminescence; zero percent = DMSO vehicle wells; hit rate 1% among 190,000; activation, % at 2 µM;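 active means activation above a set limit, based on mean plus 3 SD of controls, cut at about 140% in these data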; further: values of inactives mirror those of a sister screen read the other way
FLuc stim CS: FLuc activators, initial screening, artefact control for FLuc-dependent activation tests, biochemical, ATPlite luminescence | Luciferin 4-monooxygenase (Photinus pyralis), P08659 | ATPlite luciferase biochemical, 10 min; 0 = ATP-free wells, 1 = DMSO control | activation factor at 10 µM | 200,000 tested, under 10 active | AID 1027, 2008;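 active means luciferase activation factor, scaled between plate controls, of at least 2 with compound at 10 µM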
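Assay system – cell-free luciferase reagent · Medium – PBS-based ATP solution · Dosing – test compounds dosed from 2 mM stocks in 100% DMSO · Timing – 10 min, room temperature · Technique – light output (luminescence) · Measure – luminescence gain marking luciferase activators · Controls – No-ATP low control, compound-free enzyme-plus-ATP high control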
APP transl inh: inhibitors of APP translation via 5'UTR reporter, primary screen, APP 5'UTR luciferase, SH-SY5Y cells; inhibition, % at 2 µM; AID 1285, 2008; hit rate 0.82% among 190,000; SH-SY5Y APP 5'UTR-luciferase reporter, luminescence;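 active means inhibition above a set limit, derived from the sample mean plus 3 SD, cut at about 45% in these data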; further: values of inactives mirror those of a sister screen read the other way
STAT1 activator: STAT1 signaling activators, primary screen, cell-based, HTS, luciferase reporter; hit rate 2.6% among 200,000; activation (% of control), % at 5.5 µM; AID 932, 2007; NIH 3T3 STAT1-luciferase reporter, IFN-gamma, luminescence; 100% = IFN-gamma alone, no compound;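 active means activation above the screen-wide mean activation plus 3 SD, cut at about 130% in these data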;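 further: raw ratio to IFN-gamma control signal so 100% means no change and 0% no light; values of inactives mirror those of a sister screen read the other way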
Numbers without * were called inactive; . = no result given.

SMILES	NF-kB expr up	FLuc inh counter	Diaphorase inh	TLR4-MyD88 BLA	G6PDH CS	Diaphorase act	APP 5'UTR act	FLuc stim CS	APP transl inh	STAT1 activator
Fc1ccc(-c2nc3c(-c4ccc(Cl)cc4)cnn3cc2CCN2CCOCC2)cc1	0.78	-5	5	2	2	0.9	-5	1.1	5	94
CCCCN(C)CCNC(=O)c1ccc2c(c1)NC(=O)C(N1CCCCC1)S2 (stereo unspecified)	0.79	-5	1	-6	3	1	.	1.1	.	93
CCOc1ccc(NC(=O)CSc2nnc(Cn3cnc([N+](=O)[O-])n3)n2C)cc1	1.6	-2	9	8	-10	0.9	0	1	0	115
CCCCNC(=O)CSc1nc2cc3c(cc2c(=O)n1CCCN(CC)CC)OCO3	1.1	-5	2	-8	-12	1	7	1.1	-7	95
CC1=NN(Cc2ccccc2)C(=O)/C1=C\c1ccc(N(C)C)cc1	1.1	10	13	17	-17	0.9	-8	0.9	8	100
Cc1ccc(-c2nnc3n2N=C(c2ccccc2)CS3)cc1	1.2	-8	22	14	-36	0.8	-20	1.1	20	94
Cc1ccc(C)c(OCC(=O)Nc2ccc(N3CCOCC3)cc2)c1	1	-1	-3	-9	4	1	0	1	0	100
COc1ccc(/C=N\NC(=O)COc2ccccc2)c(C(=O)O)c1OC	1.1	-4	17	-10	3	0.8	-10	1	10	97
O=C(c1cccnc1)N(Cc1ccccc1)C1(C(=O)Nc2ccccc2)CCCCC1	1.2	-6	8	-19	0	0.9	-5	1.1	5	103
O=C(c1ccc2c(c1)OCO2)N1CCNc2ccccc2C1	1.4	-8	12	-9	15	0.9	-2	1.1	2	103

Compound profiles, from the list above.
Shown for COc1ccc(/C=N\NC(=O)COc2ccccc2)c(C(=O)O)c1OC → NF-kB expr up: 1.1; FLuc inh counter: -4; Diaphorase inh: 17; TLR4-MyD88 BLA: -10; G6PDH CS: 3; Diaphorase act: 0.8; APP 5'UTR act: -10; FLuc stim CS: 1; APP transl inh: 10; STAT1 activator: 97
Shown for CCCCNC(=O)CSc1nc2cc3c(cc2c(=O)n1CCCN(CC)CC)OCO3 → NF-kB expr up: 1.1; FLuc inh counter: -5; Diaphorase inh: 2; TLR4-MyD88 BLA: -8; G6PDH CS: -12; Diaphorase act: 1; APP 5'UTR act: 7; FLuc stim CS: 1.1; APP transl inh: -7; STAT1 activator: 95

Carrying on.
SMILES	NF-kB expr up	FLuc inh counter	Diaphorase inh	TLR4-MyD88 BLA	G6PDH CS	Diaphorase act	APP 5'UTR act	FLuc stim CS	APP transl inh	STAT1 activator
CCCOc1ccc(N2C(=O)CC(N3CCN(C(=O)c4ccco4)CC3)C2=O)cc1 (stereo unspecified)	1.1	-2	9	-11	-12	0.9	0	1	0	105
CCOC(=O)C(=O)Nc1nnc(C2CCCCC2)s1	1.3	1	10	-7	5	0.9	5	1	-5	106
COc1ccccc1/C=N/NC(=O)C1=NNC(c2ccccc2)(c2ccccc2)C1	0.98	-6	16	-18	1	0.8	12	1.1	-12	91
CCOC(=O)Nc1nn(-c2ccc(C)cc2)c(=O)c(C#N)c1C	1.2	-2	7	-9	9	0.9	17	1	-17	101
COc1ccc2nc(C)cc(SCC(=O)N3CCCCC3)c2c1	1	-5	13	-11	8	0.9	-11	1	11	95
Cc1onc(-c2c(F)cccc2Cl)c1C(=O)NC1=NCCS1	0.81	0	4	3	13	1	-11	1	11	104
O=C(CN(C1CCCCC1)S(=O)(=O)c1ccc(Br)cc1)NCc1ccncc1	0.94	-6	16	-6	14	0.8	6	1.1	-6	100
O=C(Cn1[nH]c(=O)c2ccccc2c1=O)NC1CCCCCC1	1.8	-1	11	-2	-5	0.9	4	1	-4	103
CCOC(=O)c1c(N)nn(C(=O)C(C)C)c1-c1ccc(OC)cc1	0.98	-7	25	1	6	0.8	-8	1.1	8	101
Nc1c(C(=O)NCCc2ccccc2)nnn1Cc1ccc(Br)cc1F	1.3	-9	12	-6	5	0.9	3	1.1	-3	105
COc1ccc(C(=O)c2cn[nH]c2-c2cc(Cl)ccc2O)cc1	0.59	-7	8	9	-5	0.9	15	1.1	-15	99
COc1ccc(NS(=O)(=O)c2ccc(NC(=O)c3ccc(Br)cc3)cc2)nn1	1	0	22	-1	7	0.8	-6	1	6	103
N/C(=N\OC(=O)c1ccccc1[N+](=O)[O-])c1cccnc1	1.6	37	12	1	9	0.9	41	0.6	-41	110
Cc1ccc(S(=O)(=O)N(C)C)cc1NC(=O)C(C)Sc1ccccc1 (stereo unspecified)	0.95	-3	18	-10	2	0.8	-12	1	12	101
Cc1ccc(Nc2nc(N)nc(CN3CCN(Cc4ccc5c(c4)OCO5)CC3)n2)cc1Cl	0.68	-7	15	-7	7	0.8	-1	1.1	1	99
O=C(CN1CCOCC1)Nc1ccc(OCc2ccccc2)cc1	1	0	9	9	2	0.9	-20	1	20	103
N#CCC(=O)Nc1cc(C(F)(F)F)ccc1N1CCOCC1	1	-8	-2	6	3	1	3	1.1	-3	100
O=C(CCCOc1ccc(Cl)cc1Cl)N/N=C/c1ccccc1	1	2	22	-19	-3	0.8	-14	1	14	90
CCCNC(=O)c1ccc(C2SCC(=O)N2Cc2ccccc2)cc1 (stereo unspecified)	1.1	1	14	-6	8	0.9	6	1	-6	94
Cc1cc(-c2c(C)[nH]n(-c3ccc(Cl)cc3)c2=O)n(-c2ccc(Cl)cc2)n1	0.91	-2	12	-8	9	0.9	8	1	-8	103
COc1ccccc1C1CC(c2ccccc2)=NN1C(=S)Nc1ccccc1 (stereo unspecified)	1.1	-4	6	-7	4	0.9	10	1	-10	94
CC(C)CNC(=S)N1CCN(C(c2ccccc2)c2ccccc2)CC1	0.74	-4	27	-10	0	0.7	6	1	-6	108
COc1c(Cl)cc(Cl)cc1/C=C/C(=O)c1ccc(NC(=O)c2cccs2)cc1	5.7*	-5	14	2	-18	0.9	-11	1	11	109
CCc1ccccc1NC(=O)c1ccc(Cn2cc([N+](=O)[O-])cn2)cc1	1.2	-5	7	0	0	0.9	3	1.1	-3	101
CNC(=O)NC(=O)CSc1cccc(C(F)(F)F)c1	1.1	-6	10	6	-11	0.9	6	1.1	-6	94
CCOC(=O)C1CCN(Cc2c(O)c3ccccc3oc2=O)CC1	1.8	-3	2	11	7	1	4	1	-4	103
CN(Cc1ccccc1)C(=O)CSc1nnc(-c2ccco2)n1-c1ccccc1	0.76	1	9	4	2	0.9	12	1	-12	96
Cc1ccc(Cc2c(C)nc3nc(SCC(=O)NCCN4CCOCC4)nn3c2C)cc1	1.1	-5	8	6	2	0.9	1	1	-1	108
COC(=O)C1=C(C)NC(=O)/C1=C\c1cc(C)n(-c2ccccc2C)c1C	0.94	-5	28	-1	0	0.7	-2	1.1	2	92
Cc1c(N2C(=O)C(=O)/C(=C(/O)c3ccccc3)C2c2ccc(F)cc2)c(=O)n(-c2ccccc2)n1C (stereo unspecified)	1	2	6	4	-10	0.9	13	1	-13	98
COCC(C)NS(=O)(=O)c1ccc(OC)cc1 (stereo unspecified)	1	-4	13	-6	-4	0.9	0	1	0	88
NC(=O)c1c(NC(=O)C2CCCO2)sc2c1CCCCC2 (stereo unspecified)	1.6	2	15	-5	8	0.9	24	1	-24	118
N=c1sccn1CC(=O)NC(=O)NC1CCCC1	1	-11	5	8	8	0.9	-13	1.1	13	90
COc1ccc(NC(=O)CSc2nnc3n2CCCCC3)cc1	1.3	-2	3	1	1	1	9	1	-9	101
COc1ccc(NC(=O)c2ccccc2NS(C)(=O)=O)cc1OC	0.89	8	10	20	-9	0.9	-3	0.9	3	97
Cc1ccc(S(=O)(=O)c2nc(S(C)(=O)=O)sc2NCC2CCCO2)cc1 (stereo unspecified)	0.92	-7	20	4	4	0.8	10	1.1	-10	102
Nc1ccc(C(=O)NCc2ccccc2)cc1	1	-4	-2	-12	-4	1	15	1	-15	100
CCc1ccc(NC(=O)COc2ccc(Br)cn2)cc1	0.9	-2	20	-6	7	0.8	5	1	-5	96
Cc1ccccc1C(=O)NC(C)c1ccc2c(c1)CCCC2 (stereo unspecified)	0.96	-4	17	3	8	0.8	3	1	-3	94
Cc1ccccc1OCc1nnc(SCC(=O)NCc2ccco2)n1C	0.96	-4	2	-8	1	1	15	1	-15	96
CSc1ccccc1NC(=O)c1cc(C)on1	1.2	-5	6	-2	2	0.9	-18	1.1	18	90
O=C(CSc1ccc(-c2ccccn2)nn1)N1CCCc2ccccc21	0.95	4	10	2	2	0.9	3	1	-2	97
COCCOC(=O)C1=C(C)NC(C)=C(C(=O)OC(C)C)C1c1cccc([N+](=O)[O-])c1 (stereo unspecified)	0.78	-8	23	-12	7	0.8	8	1.1	-8	100
CC1C(=O)CC(c2ccccc2)N(C)C1c1ccccc1 (stereo unspecified)	1.5	-4	24	.	-4	0.8	14	1	-14	.
CC(C)(C)N(Cc1ccccc1)C(=O)c1ccc(Br)o1	1.4	-1	9	-1	5	0.9	0	1	0	88
Cc1cc(C)n2ncc(C(=O)NC3CCCCC3)c2n1	1.1	-7	13	0	8	0.9	6	1.1	-6	103
Fc1ccc(N/N=C2/CC(c3ccccc3)Oc3ccccc32)c(F)c1 (stereo unspecified)	1.4	1	13	-1	1	0.9	9	1	-9	110
O=C(C[n+]1cc(-c2ccc(F)cc2)n2c1CCC2)Nc1nc(-c2ccc(F)cc2)cs1	0.87	-5	7	8	3	0.9	28	1	-28	109
Cc1cc(NC(=O)CCC(=O)N(Cc2cccs2)C(C(=O)NC2CCCC2)c2cccnc2)no1 (stereo unspecified)	1.1	-5	17	-6	4	0.8	-4	1.1	4	98
CN(c1ccccc1)S(=O)(=O)c1ccc(Cl)c(C(=O)Nc2nn[nH]n2)c1	1.1	-10	14	0	1	0.9	-17	1.1	17	96
Cc1ccccc1NC(=O)c1ccc(CN(c2ccccc2)S(=O)(=O)c2ccccc2)cc1	0.66	0	4	3	6	1	9	1	-8	102
c1ccc(Cc2noc(CN3CCCC(CN4CCOCC4)C3)n2)cc1 (stereo unspecified)	1.2	1	4	-2	-3	1	-19	1	19	105
Cc1sc(NC(=O)c2ccco2)c(CN2CCCCC2)c1C	1.5	-5	20	3	17	0.8	0	1.1	0	104
